High-throughput results from PubChem BioAssay.
Giardia kill: Giardia lamblia killing; Giardia lamblia trophozoite viability; activity change, % at 7.66 µM, hits read low; 0.15% of 340,000 active; in the data active = activity change below about -80%; inconclusive = between about -30% and that limit;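 note: parasites exposed to compound for two days anaerobically before the ATP read; % is set by controls: 0 for no effect and ±100 for the full control effect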
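Viability, read as ATP luminescence: trophozoites at 100 cells/well, compound added, 48 hrs anaerobic at 37 deg C, then 15-30 min room-temperature development before reading.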
RORgamma inh: ROR gamma (mouse) transcription inhibition; AID 2551; 5.4% of 310,000 active; Potency, µM (doses to about 53.6 µM), without a hit: at the highest dose activity change, negative = inhibition, hits mostly inhibitors; Drosophila S2 Gal4-RORgamma UAS-luciferase reporter, 20 h; note: potency is the fitted concentration of half-maximal effect; % is set by controls: 0 for no effect and ±100 for the full control effect; nearly all actives have a fitted effect of over 60% in size
Target sequence (P51450 whole entry, looked up, the tested form may be a part): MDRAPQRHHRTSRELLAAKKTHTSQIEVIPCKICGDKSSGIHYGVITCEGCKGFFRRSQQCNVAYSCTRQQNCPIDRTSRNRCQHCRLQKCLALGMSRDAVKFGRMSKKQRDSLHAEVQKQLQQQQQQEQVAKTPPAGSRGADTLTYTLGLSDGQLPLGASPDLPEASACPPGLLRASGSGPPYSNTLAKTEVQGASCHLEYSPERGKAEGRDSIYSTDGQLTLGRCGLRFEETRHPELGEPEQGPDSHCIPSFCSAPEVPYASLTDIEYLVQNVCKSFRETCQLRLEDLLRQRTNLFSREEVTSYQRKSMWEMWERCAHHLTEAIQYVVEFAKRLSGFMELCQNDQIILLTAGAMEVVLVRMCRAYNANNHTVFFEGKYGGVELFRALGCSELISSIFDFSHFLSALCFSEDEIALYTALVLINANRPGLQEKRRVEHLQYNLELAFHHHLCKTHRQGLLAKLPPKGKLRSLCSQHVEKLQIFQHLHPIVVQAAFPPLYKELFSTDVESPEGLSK
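ROR gamma transcriptional activity was tracked as Gal4-UAS luciferase output in stably transfected Drosophila Schneider cells, with compound added 1 hr before 700 uM copper sulfate induction and a 20 hr ambient-temperature incubation.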
Rab9 prom act: activates the Rab9 promoter; 2.8% of 320,000 active; Potency, µM (top dose mostly 9.22 µM), without a hit: at the top dose activation, negative = inhibition, most hits filed as activators; Huh7 Rab9 promoter-luciferase reporter, luminescence, 24 h; AID 485297; note: potency is the fitted concentration of half-maximal effect; % of control where 0% means no effect; nearly all actives have a fitted effect of over 60% in size
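Using Huh7 cells stably transfected with Rab9 promoter–luciferase, compounds were incubated 24 h at 37 °C, 5% CO2; luciferase luminescence was read 10 min after reagent addition.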
Gal4-VP16 FLuc: Gal4-VP16 reporter inhibition counter-screen; 3.5% of 310,000 active; Drosophila S2 Gal4-VP16 UAS-luciferase, luminescence, 20 h; AID 2546; Potency, µM (titrated, usually from 53.6 µM), inactives show at the highest dose activity, negative = inhibition, hits mostly inhibitors;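 note: Gal4-VP16 expression switched on by copper sulfate through the metallothionein promoter; potency is the fitted concentration of half-maximal effect; % is set by controls: 0 for no effect and ±100 for the full control effect; nearly all actives have a fitted effect of over 50% in size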
Tb PFK inh: blocks T. brucei phosphofructokinase; T. brucei PFK, ADP-Glo luminescence; Potency, µM (series often up to 57.5 µM), without a hit: at the highest dose activity, negative = inhibition, usual class: inhibitors; 0.17% of 330,000 active;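 note: potency is the fitted concentration of half-maximal effect; 0% = uninhibited 1x PFK enzyme wells and -100% = no-enzyme wells; nearly all actives have a fitted effect of over 60% in size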
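PFK 1.25 nM, F6P 0.5 mM, ATP 0.1 mM, 0.1 M TEA pH 8.0, 5 mM MgCl2, 0.01% Tween20, 0.1% BSA; 45 min RT. ADP-Glo readout. qHTS titration up to 57 uM; curves fitted, compounds curve-classed.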
ELG1 genotoxic: genotoxicity induction in ELG1-luciferase HEK293T cells | AID 504466 | HEK293T ELG1-luciferase reporter, luminescence, 16 h | 1.3% of 330,000 active | Potency, µM (series often up to 46 µM), without a hit: at the highest dose activity change, positive = activation, usual class: activators; note: potency is the fitted concentration of half-maximal effect; % of control where 0% means no effect; nearly all actives have a fitted effect of over 60% in size
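ELG1-luciferase HEK293T cells, 2,000/well; compound pinned in; 16 hr, 37 °C, 5% CO2; ONE-Glo, 30 min RT; luminescence on CCD imager.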
FLuc modulator: inhibits or activates purified firefly luciferase, miR-21 counter-screen; P08659; purified FLuc, Km substrates, luminescence inhibition; Potency, µM (doses to about 57.5 µM), inactives show top-dose activity change, negative = inhibition, most hits filed as inhibitors; 6.9% of 360,000 active;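 note: potency is the fitted concentration of half-maximal effect; plate controls were vehicle for no effect and reference inhibitor for full effect; nearly all actives have a fitted effect of over 55% in size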
Target sequence (P08659 whole entry, looked up): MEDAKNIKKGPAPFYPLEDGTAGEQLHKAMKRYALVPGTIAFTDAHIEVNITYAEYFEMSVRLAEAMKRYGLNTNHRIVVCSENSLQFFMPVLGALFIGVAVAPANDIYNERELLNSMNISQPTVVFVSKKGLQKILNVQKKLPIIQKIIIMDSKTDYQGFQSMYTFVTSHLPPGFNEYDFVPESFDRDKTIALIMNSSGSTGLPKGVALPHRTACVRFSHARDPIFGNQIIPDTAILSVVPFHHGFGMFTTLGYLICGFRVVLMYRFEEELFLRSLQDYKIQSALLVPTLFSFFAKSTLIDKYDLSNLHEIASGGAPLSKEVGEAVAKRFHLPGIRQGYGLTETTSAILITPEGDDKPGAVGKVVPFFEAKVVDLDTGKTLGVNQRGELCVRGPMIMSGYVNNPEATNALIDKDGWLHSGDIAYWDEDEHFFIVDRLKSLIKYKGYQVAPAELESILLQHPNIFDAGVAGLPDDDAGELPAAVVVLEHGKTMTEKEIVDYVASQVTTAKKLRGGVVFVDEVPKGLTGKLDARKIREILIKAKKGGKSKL
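Purified P. pyralis luciferase (10nM final) with 10uM D-luciferin and 10uM ATP (Km levels) in 50mM Tris acetate pH 7.5, 10mM Mg acetate, 0.01% Tween-20, 0.05% BSA; qHTS 6-point titration, ~60 µM downward; luminescence read.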
uPA generation: blocks generation of uPA at the cell surface; cell surface uPA generation assay, qHTS; AID 540303; Potency, µM (doses to about 38.3 µM), for the others: at the top dose activity change, negative = inhibition, most hits filed as inhibitors; 0.31% of 330,000 active; active = well fitted inhibition curve with a large enough effect; inconclusive = small, poorly fitted or top-dose-only effect; inactive = no such curve, though single readings can be large or run the other way; tested in mouse RAW 264.7 cells; note: potency is the fitted concentration of half-maximal effect; % is set by controls: 0 for no effect and ±100 for the full control effect; nearly all actives have a fitted effect of over 55% in size
NPC1 promoter act: activates the NPC1 promoter; 2.4% of 320,000 active; Potency, µM (highest dose often 9.22 µM), for inactives: top-dose activation, most hits filed as activators; AID 485313; Huh7 NPC1 promoter luciferase reporter, 24 h;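 note: potency is the fitted concentration of half-maximal effect; % of control where 0% means no effect; nearly all actives have a fitted effect of over 60% in size; reporter is driven by a mutant NPC1 promoter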
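Quantitative HTS used a cell-based reporter: Huh7 cells stably bearing the NPC1 promoter upstream of luciferase were treated with compounds for 24 h, and promoter activation was read as luminescence.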
Coupling enz: coupling enzyme interference in Giardia aldolase counter-screen; activity change, negative = inhibition, % at 58.2 µM, hits read low; AID 2472; 0.67% of 290,000 active; coupling enzyme system counterscreen, AmpLite Red fluorescence; in the data active = activity change below about -30%; note: % is set by controls: 0 for no effect and ±100 for the full control effect
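Final compound at 57.5 uM, incubated 10 min at RT with coupling enzyme reagent (glyceraldehyde-3-phosphate), then 20 min with substrate and AmpLite Red detection. Fluorescence read at 525/598 nm; tests interference with the coupling assay, not aldolase inhibition.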
KCNH2 3.1 block: inhibitors of human KCNH2 3.1 potassium channel isoform | AID 720553 | 0.95% of 340,000 active | U2OS KCNH2 3.1, thallium flux FluxOr; active compounds read low | activity change, % (tested at about 1.8 µM);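 active = maximum activity change below -70%; inconclusive = maximum activity change from -70% to -50%; inactive = maximum activity change above -50%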;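 note: thallium influx rate constant from kinetic fluorescence after stimulation buffer; % is set by controls: 0 for no effect and ±100 for the full control effect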
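We transduce U2OS cells with the mutant 3.1 virus, culture them overnight, load FluxOr with Red40 quencher for 45 min, then add stimulation buffer and read kinetically for 2 min to derive a normalized rate constant.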
An asterisk follows results filed as active; ? = inconclusive; nt = no result given; & = joins results of further samples; [ ] = dose if it differs, or a comment. Unless noted, calls come from the whole dose curve; as a rule, active = well fitted curve in the direction sought with a large enough effect; inconclusive = small, poorly fitted or top-dose-only effect, or another doubt; inactive = no such curve, though single readings can be large; an effect the other way counts as inactive or inconclusive.

canonical_smiles	KCNH2 3.1 block	ELG1 genotoxic	FLuc modulator	uPA generation	Gal4-VP16 FLuc	Rab9 prom act	NPC1 promoter act	Giardia kill	RORgamma inh	Coupling enz	Tb PFK inh
COc1ccc(CNC(=O)CN2C(=O)CSc3ccc(S(=O)(=O)N4CCOCC4)cc32)c(OC)c1	-34	1%	0%&-1%	-2%	-10%	4%	5%	15	-8%	nt	-3%
COC(=O)c1cnn(-c2cc(Oc3cccc(C)c3)ncn2)c1N	9	-2%	-17%	5%	10%	12%	11%	-5	44%	0	-1%
O=C(NCCc1ccccc1)c1cc(-c2ccncc2)nc2ccc(S(=O)(=O)N3CCOCC3)cc12	19	?	0%	?	-8%	-13%	-2%	-4	2%	3	1%
Cc1nc2oc3c(NCc4ccccc4)ncnc3c2c2c1COC(C)(C)C2	-13	-3%	-4%	2%	-4%	-1%	0%	-15	8%	2	-5%
O=C(c1ccc(F)cc1)N1CCOCC1	-7	1%	-3%	-5%	1%	-6%	-9%	28	-12%	3	-2%
Cc1ccc(N/C=C(\C#N)c2ccc(OCCCF)cc2)cc1	-8	?	-18%	3%	-20%	15%	22%	-23	3%	0	1%
COc1ccc(CC(=O)OCc2cc3ccccc3[nH]c2=O)cc1	-18	-3%	3%	3%	-14%	0%	0%	11	-31%	3	4%
Cc1cn(C2CC(OC(=O)C(C)C)C(CO)O2)c(=O)[nH]c1=O (stereo not given)	12	-1%	3%	6%	nt	-4%	1%	10	nt	nt	-7%
COc1cc(C(=O)NCc2nnc(SCC(=O)NC3CCCCC3)o2)cc(OC)c1OC	-7	11%	0%	-2%	15%	0%	0%	1	-14%	nt	-1%
N#Cc1nc(COc2ccccc2)oc1N1CCN(c2cccc(Cl)c2)CC1	29	1%	9%	6%	5%	-6%	-4%	17	-15%	3	5%
CCCCc1noc(-c2c(-c3ccccc3Cl)noc2C)n1	1	-3%	-16%	7%	2%	-6%	-2%	-17	-7%	1	-7%
O=C(NCc1ccccc1Br)c1ccncc1	3	-5%	3%	6%	-13%	1%	0%	6	25%	5	5%
O=C(CC1C(=O)NCCN1Cc1c(F)cccc1Cl)NCCCOc1cccnc1 (stereo not given)	-5	0%[9.26 µM]	2%	3%	-3%	2%	-1%	27	12%	-2	0%
COc1ccc(C(=O)c2oc3ccc(OC)cc3c2N)cc1	3	13µM*	7.6µM*	6%	-1%	2.8µM*	2.8µM*	-4	?	-4	12%
N#Cc1nc(-c2ccccc2Cl)oc1N1CCOCC1	-4	13%	-12%	-7%	-4%	8%	1%	-5	-19%	3	12%
C/C(O)=C(/N=O)C(=O)Nc1ccccc1	4	2%	2%	14%	4%	4%	0%	-4	-7%	1	2%[0.46 µM]
COc1ccc(C2CC2/C(C)=N/OC(=O)C2CC2)cc1 (stereo not given)	-3	-3%	-7%	-2%	1%	14%	0%	-1	24%	2	1%
Cc1[nH]c(C)c(S(=O)(=O)NCCc2ccccc2)c1C(=O)N1CCCC1	-6	0%	2%	-1%	-10%	2%	-3%	1	27%	-2	-1%
COC(=O)c1ccc(CSc2nnnn2-c2ccccc2)o1	-1	-3%	0%	-2%	-1%	1%	1%	-15	-17%	1	3%
O=C(/C=C/c1ccco1)N1CCN(c2ncccn2)CC1	5	?	?	-3%	-7%	15%	21%	8	2%	-1	-13%
O=C(CN1CCN(S(=O)(=O)c2ccc(Cl)cc2)CC1)NC1CC1	4	-5%	1%	-7%	0%	1%	-5%	11	-14%	nt	-2%
Cc1ccc(NC(=O)C2CCN(C(=O)NCc3ccccc3)CC2)cc1C	25	-2%	4%	1%	8%	1%	-1%	-3	3%	2	3%
CC1(C)Cc2nc3oc4c(N(CCO)Cc5ccccc5)ncnc4c3cc2CO1	-7	-19%	1%	-1%	2%	-9%	-4%	3	1%	-4	-2%
COc1ccc(OC)c(NC(=S)NCCSc2ccc(C)cc2)c1	24	-1%	2%	1%	?	1%	-6%	-16	14µM*	1	-1%
C#CCOCCOCCOCCNc1nc(N2CCN(C(=O)CCCCCCCCCCNC(=O)Cn3cc(C[C@@H](C)O)nn3)CC2)nc(N2CCN(C(=O)CCCCCCCCCCNC(=O)[C@H](CCCCN)n3cc(CCCC(=O)O)nn3)CC2)n1	28	3%	2%	8%	nt	5%	2%	9	nt	nt	5%
O=[N+]([O-])c1ccc(-c2ccc(S(=O)(=O)N3CCOCC3)cc2)cc1	-34	6%	-1%	9%	-5%	-3%	-4%	4	-4%	0	0%
COc1ccc(COCC(O)CN(Cc2ccco2)Cc2ccccc2O)cc1 (stereo not given)	-12	-5%	-1%	-1%	1%	0%	0%	-19	10%	-1	?
O=C1N/C(=C\c2ccc(O)cc2)C(O)=C1C=NCc1ccccc1	8	13%	12µM*	-11%	?	-7%	-14%	2	4µM*	2	-3%
CC(=O)N=c1sccn1CC(O)c1ccc(Br)cc1 (stereo not given)	2	0%	0%	2%	-1%	-3%	-1%	-19	-4%	-2	0%
CCN(CC)C(=O)C(Oc1ccc(C)nc1[N+](=O)[O-])c1ccccc1 (stereo not given)	-14	0%	1%	2%	4%	1%	1%	-29	-6%	1	1%
Cc1cc(NC(=O)CSc2nnc(COc3ccccc3)o2)no1	42	0%	5%	1%	-14%	10%	0%	13	-10%	-1	-3%
CCN(CC(=O)Nc1sc2c(c1C#N)CCC(C)C2)Cc1nc2ccccc2c(=O)[nH]1 (stereo not given)	1	-15%	-11%	1%	?	-2%	-2%	11	2.5µM*	-1	-7%
O=C(OCC(=O)N1CCN(Cc2ccccc2)CC1)c1ccc(Cl)cc1	0	-6%	-9%	3%	-11%	-1%	0%	-1	10%	0	-4%
Cc1ccc(S(=O)(=O)NNC(=O)c2cccnc2)cc1	-12	-2%	-3%	-21%	-5%	-1%	-1%	-5	0%	0	-8%
Cc1ccc(N2CN(CCc3ccccc3)CNC2=S)cc1	-3	-2%	-1%	4%	13µM*	-4%	-5%	11	5µM*	3	-2%
O=C(O)C1OC2OC3(CCCCC3)OC2C2OC3(CCCCC3)OC12 (stereo not given)	12	1%	-1%	-26%	-8%	-2%	-2%	3	20%	6	-3%
O=C(Nc1ccc(N2CCCCC2)cc1)c1cccnc1Cl	-5	21µM*	?	-1%	14%	?	22%	7	45%	-5	1%
Cc1ccc(-c2nc(N/N=C/c3ccccc3[N+](=O)[O-])c3ccccc3n2)cc1	-3	20%	0.76µM*	nt	1%	3.5µM*	1.6µM*	?	-1%	1	3%
CCC(C)(C)C1CCc2c(sc(N)c2C(N)=O)C1 (stereo not given)	6	-3%	?	-7%	?	-2%	-3%	-17	?	-1	0%
O=C(Cn1c(-c2cncs2)nc2ccccc21)NCCc1ccccc1	1	1%	-5%	-2%	4%	2%	0%	-4	-3%	1	0%
CN(C)C(=O)COC(=O)/C=C/c1ccccc1[N+](=O)[O-]	13	-1%	0%	0%	1%	11%	-1%	-8	-6%	0	3%
CCOc1ccc(N(CC(=O)NC2CCCCCC2)S(=O)(=O)c2ccccc2)cc1	nt	?	?	-3%	?	0%	-3%	-1	?	nt	-3%
Cn1nnnc1SCC(=O)Nc1ccc(Br)cc1Br	-11	4%	nt	1%	nt	nt	nt	-12	nt	nt	0%
CCn1nc(NS(=O)(=O)c2ccc(NC(C)=O)cc2)c2cc3ccc(C)cc3nc21	-13	2%	27µM*	-7%	10%	1%	1%	-23	12%	nt	5%
O=C(Cn1ncc2c3ccccc3n(Cc3ccccc3F)c2c1=O)N1CCN(c2ccccn2)CC1	2	-6%	0%	10%	3%	-6%	1%	-11	0%	0	-1%
COc1ccccc1C(O)(C(=O)NN(C(=O)c1ccccc1)c1ccccc1C)c1cccs1 (stereo not given)	1	0%	1%	-2%	-5%	-4%	2%	11	6%	2	-1%
O=C(O)c1n[nH]c2c1CC(C1CCCCC1)CC2 (stereo not given)	0	2%	2%	-2%	nt	2%	-1%	?	nt	nt	0%
O=C(CSc1nnc(-c2ccc(Br)cc2)o1)Nc1cccc2ccccc12	-1	nt	6%	nt	-7%	nt	nt	-13	?	1	nt
COc1cccc(/C=C2/Sc3ccc(C(=O)NCCN4CCCCCC4)cc3NC2=O)c1	?	0%	?	-27%	?	2%	-5%	-16	?	-1	2%
CC(=O)N1C(=O)C2(Nc3ccccc3N2)c2ccccc21	-15	nt	2%	-1%	12%	nt	nt	-4	-13%	-1	nt
CCOC(=O)/C(=N/Nc1ccccc1)N1CCCc2ccccc21	11	-8%	0%	5%	-6%	-7%	-15%	-1	-6%	-29	1%
COc1ccc(OC)c(NC(=O)NCCc2cccc(Cl)c2)c1	-21	-3%	-4%	-1%	?	0%	2%	5	-41%	-2	-10%
